# procasp3 activ = activators of human procaspase-3 D3A mutant, primary screen, biochemical, absorbance, PC-3 D3A mutant, single concentration. activation, % at 8.5 µM. recombinant procaspase-3 D3A, Ac-DEVD-pNA absorbance 405 nm. AID 463141, 2010. 0.11% of 330,000 active;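 active = activation above the mean of all tested compounds plus 3 SD, cut at about 21% in these data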;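 also: 0% = DMSO alone and 100% = DMSO wells spiked with extra 5 µM PC-3 D3A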
#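 Test system: Procaspase-3 D3A mutant; medium: Zinc-free HEPES/NaCl buffer with 0.01% Triton X-100 at pH 7.4; reagent: DEVD-pNA substrate; doses: one concentration, 8.5 µM nominal, 0.8% DMSO; times: 1 h preincubation plus 2 h reaction at 25 °C; signal: Epi-absorbance at 405 nm of released p-nitroaniline, 0 and 120 min; replicates: singlicate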
# core dimer inh = inhibitors of HCV core protein dimerization, primary screen, biochemical, TR-FRET, high-throughput | TR-FRET GST/Flag-core106 dimerization, 1536-well | inhibition, % at 5 µM | 0.33% of 300,000 active;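 active = inhibition above the mean of all tested compounds plus 3 SD, set per screening campaign, cut at about 45% in these data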
#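 System: GST/Flag-tagged HCV core106 proteins. Incubation: compound-protein-antibody incubation 4 h at 22.5 °C. Technique: HTRF with 340 nm excitation, 617/671 nm emission. Medium: KF-containing HEPES buffer, pH 7.45, DTT, CHAPS, BSA. Read-out: inhibition (%) from 671 over 617 nm ratio. Also added: Eu(K)-anti-GST 90 ng/mL plus XL665-anti-Flag 1 µg/mL.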
# PP1 counter = PP1-alpha phosphatase inhibitors, primary screen, counter-screen for PP5 inhibitor project, biochemical, fluorescence, OMFP substrate, single point. Serine/threonine-protein phosphatase PP1-alpha catalytic subunit (Homo sapiens), P62136. purified PP1alpha. inhibition, % at 6.7 µM. 0.9% of 320,000 active. AID 2235, 2010;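 active = inhibition above the mean inhibition of all tested compounds plus 3 SD, computed separately for each screening campaign, cut at about 15% in these data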
# PP5 primary = PP5 phosphatase inhibitors, primary screen, biochemical, fluorescence; purified PP5c, OMFP substrate fluorescence; inhibition, % at 6.7 µM; 0.18% of 320,000 active; AID 1987, 2009;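 active = inhibition above the campaign's mean inhibition across all tested compounds plus 3 SD, cut at about 9.5% in these data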;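 also: 0% = DMSO only and 100% = 100 µM cantharidin control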
# Target sequence (P53041 whole entry, looked up): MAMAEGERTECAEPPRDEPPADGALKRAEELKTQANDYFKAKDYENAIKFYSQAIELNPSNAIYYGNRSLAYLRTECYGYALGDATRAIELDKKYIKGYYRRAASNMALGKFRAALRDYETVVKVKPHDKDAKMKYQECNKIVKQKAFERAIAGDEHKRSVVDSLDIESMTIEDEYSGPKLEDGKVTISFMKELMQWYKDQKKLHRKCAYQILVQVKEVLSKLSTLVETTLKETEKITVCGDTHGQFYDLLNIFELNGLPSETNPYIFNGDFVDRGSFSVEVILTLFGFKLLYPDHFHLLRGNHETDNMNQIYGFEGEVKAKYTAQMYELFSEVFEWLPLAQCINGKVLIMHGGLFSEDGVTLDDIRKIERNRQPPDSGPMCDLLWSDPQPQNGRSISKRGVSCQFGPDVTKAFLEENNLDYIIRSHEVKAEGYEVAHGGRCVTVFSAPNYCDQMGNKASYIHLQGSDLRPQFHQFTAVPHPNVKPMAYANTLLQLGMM
# proCasp7 act = procaspase-7 activators, primary screen, counter-screen for procaspase-3 activator project, biochemical, absorbance, HTS, human. recombinant procaspase-7, Ac-DEVD-pNA absorbance 405 nm; D23A/D198A/D206A triple mutant, cannot self-cleave; scale: DMSO 0, 5 µM enzyme 100. 0.093% of 330,000 active. AID 463210, 2010. Caspase-7 (Homo sapiens), P55210. activation, % at 8.5 µM;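 active = percent activation above the screen-wide mean plus 3 SD, cut at about 25% in these data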
#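 Assay system – Uncleavable procaspase-7 mutant enzyme · Quantity – 2 µM procaspase-7 mutant as dispensed · Times – 1 h preincubation, 2 h reaction · Dosing – single nominal 8.5 µM compound dose, 0.8% DMSO final · Buffer or medium – Zinc-free 50 mM HEPES buffer, pH 7.4, with NaCl and Triton X-100 · Detection – Epi-absorbance of released pNA at 405 nm, two timepoints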
# JMJD2C inh = inhibitors of GASC-1 histone demethylase, primary screen, biochemical, fluorescence, DELFIA europium | 0.069% of 330,000 active | inhibition, % at 2.35 µM | GST-JMJD2C(1-420) H3K9me3 demethylation | AID 2099, 2009;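 active = more than half of a compound's replicate wells show inhibition beyond 50%, single wells judged on their own value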;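 also: signal counts dimethyl H3K9 product captured on neutravidin plate; 0% = median of DMSO wells and 100% = 0.3 times that DMSO median; strong numbers were not always called active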
# Target sequence (Q9H3R0 1-420 limits assumed): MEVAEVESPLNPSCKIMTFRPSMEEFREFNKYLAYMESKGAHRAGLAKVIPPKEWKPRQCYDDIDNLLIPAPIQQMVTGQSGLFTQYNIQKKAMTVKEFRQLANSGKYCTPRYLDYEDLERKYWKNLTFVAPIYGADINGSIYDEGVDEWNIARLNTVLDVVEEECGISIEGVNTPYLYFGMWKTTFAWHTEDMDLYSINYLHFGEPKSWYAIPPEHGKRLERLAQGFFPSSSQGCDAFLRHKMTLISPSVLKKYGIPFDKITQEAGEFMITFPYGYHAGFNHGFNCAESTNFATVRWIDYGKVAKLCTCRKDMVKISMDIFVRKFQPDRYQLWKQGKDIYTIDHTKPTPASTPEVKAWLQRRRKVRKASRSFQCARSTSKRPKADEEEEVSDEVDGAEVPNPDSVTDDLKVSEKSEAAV
# GRK2 aptamer HTS = compounds blocking aptamer binding on GRK2 – biochemical, human GRK2, bead flow cytometry, HTS, primary screen; FAM-aptamer displacement from GRK2; AID 488847, 2010; 0.59% of 330,000 active; Beta-adrenergic receptor kinase 1 (Homo sapiens), P25098; inhibition of aptamer binding, % at 10 µM;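 active = inhibition of aptamer binding above 40%, roughly 3 SD of noise, on plates passing a quality check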;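 also: median bead fluorescence of bound FAM aptamer so fluorescent compounds give negative values; no value below 0 was filed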
# Fh CTSL1 inh = Fasciola hepatica cathepsin L1 inhibitors, primary screen, counter-screen for PFM18AAP inhibitor project, biochemical, QFRET, fluorogenic peptide substrate; recombinant F. hepatica cathepsin L1, Z-Leu-Arg-MCA fluorescence; 0.49% of 300,000 active; inhibition, % at 5.96 µM;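 active = inhibition above the mean of all tested compounds plus 3 SD, set per screening campaign, cut at about 17% in these data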;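 also: 0% = plate median of test compound wells and 100% = 1 µM Z-Phe-Ala-diazomethylketone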
# VLA-4 inh = inhibition in human VLA-4 binding assay, primary screen, VLA-4 allosteric modulator project, MLPCN library, flow cytometry, VLA-4 expressing cells; Integrin alpha-4 (Homo sapiens), P13612; inhibition, % (about 7 µM as worked out from the volumes in the protocol); 0.2% of 330,000 active; AID 2557, 2010; ligand binding flow cytometry; in the data active = inhibition above about 50%
# The depositor's hits bear a star; · = not tested or not shown; & = joins results of further samples.
SMILES,procasp3 activ,core dimer inh,PP1 counter,PP5 primary,proCasp7 act,JMJD2C inh,GRK2 aptamer HTS,Fh CTSL1 inh,VLA-4 inh
CC(C)CCN1CCN(Cc2cc3ccccc3[nH]2)CC1CCO (stereo not drawn),-2.2,10.2,-3.6,-0.6,3.9,-27.9,2.0,-2.2,10.6
O=C(C/C(=N/O)c1ccccc1O)C(F)F,6.3,-1.4,-2.2,0.5,13.6,6.8,2.0,-3.1,5.2
CCc1ccccc1OCCOc1ccc(C)cc1OC,14.8,-2.9,2.0,5.3,-14.3,0.5,0.0,5.2,-2.9
CCOc1ccc(C(=O)Nc2ncccc2Cl)cc1,-4.2,7.0,-2.9,2.1,0.2,2.2,2.0,-0.8,11.2
CCC(=O)NNC(=O)c1cc(COc2cc(Cl)cc(Cl)c2)on1,2.3,-3.2,0.6,-1.7,-3.5,4.1,0.0,1.2,3.0
COC(=O)CSC1=C(C#N)C(c2ccsc2)CC(=O)N1 (stereo not drawn),0.5,-1.2,1.7,1.5,0.9,47.6,4.0,-1.5,24.3
COc1ccccc1NS(=O)(=O)c1cc(NC(=O)c2cnccn2)ccc1N1CCOCC1,-1.1,8.5,1.1,1.0,2.3,-3.1,2.0,-0.5,8.2
Cc1ccc(C(=O)NC(=S)N2CCCC2)cc1,2.9,-8.6,-14.2,2.3,4.1,-19.0,1.0,10.0,0.0
CCN1CCN(c2oc(-c3ccc(OC)cc3)nc2C#N)CC1,4.0,-4.0,-3.3,1.2,-8.4,-2.5,4.0,2.9,0.5
CN1CCN(S(=O)(=O)c2ccc(NC(=O)COc3ccccc3Cl)cc2)CC1,-2.0,2.3,-3.3,-0.8,16.3,1.5,0.0,-0.7,1.6
O=C(/C=C/c1ccccc1[N+](=O)[O-])Nc1cccc(S(=O)(=O)NC2=NCCCCC2)c1,2.0,·,·,·,-3.5,·,0.0,·,21.5
COc1ccc(CNc2nc(NCc3ccc(OC)c(OC)c3)n(C(=O)c3cccs3)n2)cc1OC,3.2,4.8,1.0,4.2,-5.3,7.5,1.0,1.8,1.7
CCOc1ccccc1OC(=O)c1cc2ccccc2oc1=O,2.5,0.9,-1.4,-0.5,1.1,0.3,2.0,-3.3,-7.9
O=C(NC1CCC(O)CC1)c1cc(-c2ccco2)nc2ccccc12 (stereo not drawn),-2.3,38.0,4.4,-0.8,-9.2,1.0,8.0,-1.3,23.2
CSC1=C(C#N)C(c2ccc(Cl)cc2)C2=C(CC(C)(C)CC2=O)N1 (stereo not drawn),3.7,-2.7,-0.4,0.9,0.9,2.3,1.0,0.1,-9.2
O=S(=O)(Cc1ccccc1Cl)NCCOc1ccccc1,3.8,1.5,-1.0,0.0,-1.6,-1.9,4.0,0.1,5.4
COc1cccc(C2c3[nH]c4ccccc4c3C[C@H]3C(=O)N(C4CCN(Cc5ccccc5)CC4)CC(=O)N23)c1 (stereo partly drawn),4.5,9.9,7.3,5.0,-4.9,5.6,0.0,0.3,6.2
CCOC(=O)c1c(NC(=O)/C=C/C(=O)O)sc(C)c1-c1ccc(C(C)(C)C)cc1,-0.1,19.9,18.2*,1.0,-8.1,18.2,0.0,6.0,11.6
COc1ccc2oc(C(=O)OCC(=O)/C(C#N)=C(\C)N)c(C)c2c1,5.0,-0.9,-4.0,0.4,7.9,-2.2,0.0,2.9,6.2
CCOC(=O)C1=C(COC(=O)CCc2ccc(F)cc2)NC(=O)NC1C (stereo not drawn),7.3,·,-2.3,0.6,9.7,-0.6,0.0,·,3.4

# A second format for part of the listing above.
# Results follow in this order: procasp3 activ, core dimer inh, PP1 counter, PP5 primary, proCasp7 act, JMJD2C inh, GRK2 aptamer HTS, Fh CTSL1 inh, VLA-4 inh
CCc1ccccc1OCCOc1ccc(C)cc1OC
→ 14.8, -2.9, 2.0, 5.3, -14.3, 0.5, 0.0, 5.2, -2.9
CC(C)CCN1CCN(Cc2cc3ccccc3[nH]2)CC1CCO (stereo not drawn)
→ -2.2, 10.2, -3.6, -0.6, 3.9, -27.9, 2.0, -2.2, 10.6

# More compounds.
SMILES,procasp3 activ,core dimer inh,PP1 counter,PP5 primary,proCasp7 act,JMJD2C inh,GRK2 aptamer HTS,Fh CTSL1 inh,VLA-4 inh
Cc1ccc(/C(N)=N/OC(=O)Cc2ccccc2)cc1,-13.5,-5.5,2.3,2.4,-9.1,6.1,2.0,-3.7,19.1
CCN(CC)CCn1c(=S)[nH]c2ccccc2c1=O,-6.2,2.7,-3.1,-0.7,-8.7,5.8,3.0,0.6,-12.0
COC(=O)c1noc(-c2ccc(C)cc2)n1,-5.3,-4.5,0.0,1.8,12.0,-1.5,0.0,-4.1,0.9
Cc1ccccc1-n1c(SCc2c(C)noc2C)nnc1-c1ccncc1,-3.0,-5.1,-4.6,1.2,-4.7,9.1,0.0,2.8,44.8
Cc1cccc(N=C2NC(=O)/C(=C/C=C/c3ccco3)S2)c1C,-6.1,58.6*,6.0,-0.3,-8.2,11.1,3.0,2.9,-0.9
Cc1ccc(NC(=O)COc2ccccc2)cc1S(=O)(=O)N1CCCCCC1,1.4,3.7,-6.5,0.5,5.8,0.7,4.0,-15.7,2.9
CSCC[C@H](NC(=O)c1cccc([N+](=O)[O-])c1C)c1nc2ccccc2[nH]1,10.5,-8.2,-2.3,-0.4,3.7,-8.2,4.0,-4.1,3.3
COCCN(C(=O)C(=O)NC1CCCC1)C(C(=O)NC1CCCC1)c1ccccc1F (stereo not drawn),2.5,2.7,-5.5,-1.5,5.1,3.8,2.0,0.2,-1.0
Cc1cccc(N2CCN(C(=O)C(Cc3ccccc3)NC(N)=O)CC2)c1C (stereo not drawn),-3.5,1.1,2.2,2.2,-10.2,-0.5,1.0,-1.0,0.0
Nn1c(SCC(=O)Nc2cccc(S(N)(=O)=O)c2)nnc1C1CC1,-6.2,-5.7,2.1,0.0,7.0,-17.2,1.0,-2.5,5.2
c1ccc2c(c1)nc(N1CCCCC1)c1ccccc12,3.8,3.6,-4.0,-1.8,3.3,4.8,0.0,-1.1,0.1
Cc1cc(C(=O)NCCC2=CCCCC2)ccc1[N+](=O)[O-],-5.4,4.5,0.5,2.5,-3.3,-27.2,0.0,5.6,1.9
CCOC(=O)c1cnn(-c2ncnc3c2cnn3Cc2ccccc2)c1N,1.5,-8.1,-0.7,1.6,-1.4,-2.2,0.0,-0.1,-1.2
Cc1ccc(N(C)S(=O)(=O)c2ccc3c(c2)NC(=O)C(C)S3)cc1 (stereo not drawn),6.0,16.2,6.7,1.1,-12.3,9.7,3.0,1.9,10.3
CCOC(=O)CC1=C(C(=O)OCC)C(c2ccc(OC)c(OC)c2)C(C#N)=C(N)O1 (stereo not drawn),0.6,1.1,-0.2,2.5,0.0,6.6,4.0,2.6,10.2
Nn1c(SCC(=O)NCc2ccccc2)nncc1=O,-7.2,-0.9,-1.3,0.5,-4.8,2.3,0.0,-1.4,1.9
O=C(Nc1ccc(N2CCCC2)cc1)c1cccc(Cl)c1,2.8,-24.3,5.7,-1.8,11.9,-33.0,0.0,0.8,15.8
O=C1C(NS(=O)(=O)c2ccc(Br)cc2)=C(N2CCCCC2)C(=O)c2ccccc21,0.4,6.4,5.2,1.2,-14.6,-6.4,0.0,-0.8,2.9
N#Cc1c(SCC(=O)Nc2nc3ccc(Br)cc3s2)sc2c(O)cc(=O)[nH]c12,-12.0,-43.8,17.7*,0.0,-17.0,-10.8,10.0,7.5,3.5
Cn1nnc2sc3c(c2c1=O)CCCC3,1.0,-4.1,1.0,0.2,0.3,0.6,1.0,2.2,3.7

# One compound at a time, as listed above. Values in the order: procasp3 activ | core dimer inh | PP1 counter | PP5 primary | proCasp7 act | JMJD2C inh | GRK2 aptamer HTS | Fh CTSL1 inh | VLA-4 inh
# O=C(NC1CCC(O)CC1)c1cc(-c2ccco2)nc2ccccc12 (stereo not drawn) reads -2.3 | 38.0 | 4.4 | -0.8 | -9.2 | 1.0 | 8.0 | -1.3 | 23.2
# Nn1c(SCC(=O)NCc2ccccc2)nncc1=O reads -7.2 | -0.9 | -1.3 | 0.5 | -4.8 | 2.3 | 0.0 | -1.4 | 1.9
# COCCN(C(=O)C(=O)NC1CCCC1)C(C(=O)NC1CCCC1)c1ccccc1F (stereo not drawn) reads 2.5 | 2.7 | -5.5 | -1.5 | 5.1 | 3.8 | 2.0 | 0.2 | -1.0
# Cc1ccccc1-n1c(SCc2c(C)noc2C)nnc1-c1ccncc1 reads -3.0 | -5.1 | -4.6 | 1.2 | -4.7 | 9.1 | 0.0 | 2.8 | 44.8
# CCOC(=O)c1cnn(-c2ncnc3c2cnn3Cc2ccccc2)c1N reads 1.5 | -8.1 | -0.7 | 1.6 | -1.4 | -2.2 | 0.0 | -0.1 | -1.2

# The results go on.
SMILES,procasp3 activ,core dimer inh,PP1 counter,PP5 primary,proCasp7 act,JMJD2C inh,GRK2 aptamer HTS,Fh CTSL1 inh,VLA-4 inh
O=C(Oc1c(CN2CCOCC2)cc(Cl)c2cccnc12)c1ccc(F)cc1,-5.0,-2.0,0.9,0.9,7.0,5.9,2.0,-2.3,-0.6
CCOc1cc(C2C(C(=O)c3ccccc3)=C(C(=O)OC)Nc3nnnn32)ccc1O (stereo not drawn),1.7,0.7,-2.6,1.9,-6.4,-13.4&5.3,0.0,-2.1,-0.6
O=C(CNCc1ccco1)Nc1cccc(S(=O)(=O)N2CCCCC2)c1,2.8,1.6,-1.1,-0.9,-4.6,11.1,3.0,0.5,-0.9
COc1ccccc1Nc1nc(-c2c(C)[nH]c3ccccc23)cs1,-34.1,4.2,1.4,1.6,-19.6,2.0,5.0,-0.4,-11.5
CS(=O)c1ccccc1COC(=O)Nc1cccc(Cl)c1 (stereo not drawn),-8.8,2.4,3.4,1.2,-15.3,1.7,6.0,-2.4,12.4
CC1(C)CC(=O)C(N=Nc2ccc(S(=O)(=O)N3CCOCC3)cc2)=C(O)C1,0.9,0.2,2.8,2.1,-0.6,0.5,1.0,2.1,0.0
O=S(=O)(c1ccc(N2CC=C(c3ccccc3)CC2)nc1)N1CCCC1,1.8,9.3,8.2,3.6,-6.0,20.0,0.0,-1.6,-5.8
COc1cc(S(=O)(=O)N2CCN3CCCC3C2)ccc1-n1cnnn1 (stereo not drawn),12.9,-6.7,-4.4,-0.6,11.4,5.6,2.0,-6.8,9.1

# Source: PubChem
